Mdm2-MdmX inh = inhibitors of human Mdm2/MdmX interaction. O15151+Q00987. SaOS-2 split-luciferase Mdm2/MdmX complementation, luminescence. inhibition, % at 8 µM. 330,000 tested, 3% active;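 active means inhibition of at least 50% at 8 µM in the primary screen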
Target sequence (O15151 whole entry, looked up): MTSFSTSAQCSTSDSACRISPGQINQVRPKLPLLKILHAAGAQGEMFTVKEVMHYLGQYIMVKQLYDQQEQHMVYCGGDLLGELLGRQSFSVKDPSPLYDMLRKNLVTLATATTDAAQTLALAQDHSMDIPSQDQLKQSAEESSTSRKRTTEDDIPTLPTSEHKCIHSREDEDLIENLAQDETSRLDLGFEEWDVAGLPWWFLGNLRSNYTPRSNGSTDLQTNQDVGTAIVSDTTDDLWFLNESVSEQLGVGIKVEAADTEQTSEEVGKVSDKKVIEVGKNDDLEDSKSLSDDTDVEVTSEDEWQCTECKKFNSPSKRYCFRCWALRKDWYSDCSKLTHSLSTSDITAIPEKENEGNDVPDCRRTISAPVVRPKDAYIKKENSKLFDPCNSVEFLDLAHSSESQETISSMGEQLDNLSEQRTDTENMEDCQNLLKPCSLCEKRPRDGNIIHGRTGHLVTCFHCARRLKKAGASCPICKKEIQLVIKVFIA
Target sequence (Q00987 whole entry, looked up): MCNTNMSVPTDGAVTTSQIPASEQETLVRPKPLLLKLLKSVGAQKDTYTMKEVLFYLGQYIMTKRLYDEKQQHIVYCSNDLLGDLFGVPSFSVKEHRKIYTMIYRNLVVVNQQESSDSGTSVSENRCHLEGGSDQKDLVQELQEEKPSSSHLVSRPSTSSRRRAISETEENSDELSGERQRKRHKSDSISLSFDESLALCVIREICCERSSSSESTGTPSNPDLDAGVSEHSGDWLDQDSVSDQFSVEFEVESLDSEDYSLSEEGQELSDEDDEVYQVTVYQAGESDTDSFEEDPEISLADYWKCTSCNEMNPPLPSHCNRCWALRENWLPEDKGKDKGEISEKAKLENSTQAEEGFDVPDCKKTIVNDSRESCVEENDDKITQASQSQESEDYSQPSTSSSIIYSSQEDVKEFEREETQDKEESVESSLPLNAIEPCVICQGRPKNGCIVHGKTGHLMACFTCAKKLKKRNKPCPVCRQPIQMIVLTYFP
697 NFkB inh = inhibitors of the PMA/ionomycin-induced NF-kB reporter in 697 B cells; inhibition, % at 4 µM; 330,000 tested, 0.33% active; 697 B-cell NF-kB luciferase reporter, 16 h; in the data active means inhibition above about 35%
tim23-1 inh = inhibits growth of tim23-1 mutant yeast; S. cerevisiae tim23-1 growth, BacTiter-Glo luminescence, 24 h; inhibition, % at 20 µM; 330,000 tested, 1.3% active; AID 463212;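 active means growth inhibition of the mutant yeast at or above 50%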;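 further: temperature-sensitive mutant grown at 25 °C; plate controls were DMSO-treated mutant yeast for no effect and medium wells lacking yeast for full effect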
XBP1 UPR activ = activators of adaptive arm of unfolded protein response (XBP1). 330,000 tested, 0.33% active. CHO-XBP1 luciferase reporter, IRE1-XBP1 UPR activation, luminescence; percent of tunicamycin response, DMSO as zero. activation, % at 20 µM;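 active means versus positive control, 20 µM dose yields 30% or more activation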;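 further: 100% = tunicamycin at 10 µg/mL and 0% = DMSO only wells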
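incubation = overnight seeding at 37 °C, 6 h compound treatment at 37 °C | assay system = CHO-XBP1 cells stably carrying IRE1-XBP1-driven luciferase reporter | input = 1000 cells per well | detection = luciferase luminescence | dosing = single point, 20 µM final compound, 1% DMSO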
Jurkat NFkB inh = lowers PMA/ionomycin-induced NF-kB signal in Jurkat cells; PMA/ionomycin-induced NF-kB luciferase reporter, luminescence; inhibition, % at 4 µM; 330,000 tested, 0.53% active; in the data active means inhibition above about 50%
APJ agonist = APJ receptor agonism; CHO-K1 APJ PathHunter beta-arrestin, luminescence; 0% DMSO wells, 100% apelin; 330,000 tested, 0.11% active; P35414; activation, % at 20 µM;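 active means activation more than six SD over the plate average, tested at 20 µM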;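 further: 0% = DMSO alone and 100% = apelin-13 at 10 nM; some results filed as inactive read as strong as hits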
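system = engineered CHO-K1 APJ arrestin reporter cells | input = 1000 cells per well | timing = overnight seeding, 90 min compound at 25 °C, 1 h detection | measured by = enzyme-fragment complementation luminescence | read-out = beta-arrestin recruitment to APJ as agonist activity, luminescent signal | control set = negative DMSO alone, positive Apelin-13 at 10 nM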
UPR CHOP act = apoptotic UPR (CHOP) activation; CHO-CHOP luciferase reporter, luminescence; percent of tunicamycin response over DMSO baseline; activation, % at 10 µM; 330,000 tested, 0.34% active;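 active means at 10 µM dose, activation of 40% or more, normalized to positive control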;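 further: 100% = tunicamycin at 10 µg/mL and 0% = DMSO alone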
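Test system: CHO-CHOP cells, stable luciferase reporter of PERK-eIF2a-CHOP signalling | Quantity: 500 CHO-CHOP cells per well | Buffer or medium: F12 plus 10% serum | Compound dosing: 10 µM single point, 0.5% DMSO | Schedule: 6 h compound treatment, 37 °C | Signal: Luciferase luminescence | Control set: Tunicamycin high control, DMSO low control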
APJ antag = antagonists of human APJ apelin receptor | AID 2521 | 330,000 tested, 0.32% active | CHO-K1 APJ beta-arrestin complementation, luminescence | inhibition, % at 20 µM;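 active means inhibition above about 40% at 20 µM, limit read from the data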;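 further: cells challenged with 10 nM apelin-13 agonist together with compound; plate controls were apelin-13 plus DMSO wells for no effect and DMSO wells lacking apelin-13 for full effect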
* marks the source's active call; other numbers are inactive results. Rows are unselected (roughly 5% active in at least one column).

cpd	mol	Mdm2-MdmX inh	697 NFkB inh	tim23-1 inh	XBP1 UPR activ	Jurkat NFkB inh	APJ agonist	UPR CHOP act	APJ antag
1	COc1cccc(OC)c1C(=O)Nc1ccc(N2CCN(S(C)(=O)=O)CC2)cc1	9	11	-10	0	4	-2	2.4	0
2	CCC(C)(C)NC(=O)CN(Cc1cccs1)C(=O)CCC(=O)Nc1nccs1	-10	2	-1	0	-1	6	0.4	0
3	COc1ccc(N2C(=O)CC(N3CCN(S(=O)(=O)c4c(F)cccc4F)CC3)C2=O)cc1OC (stereo not drawn)	-18	-7	-6	-1	0	0	0.1	13
4	CCNC(=S)NNC(=O)c1csc2c1CCCC2	-5	13	15	-1	0	-4	0.1	23
5	CCC(CO)Oc1cc(NC(=O)c2ccccc2N)c2ncn(C(C)C)c2c1 (stereo not drawn)	14	9	0	3	8	3	-3.5	-1
6	O=C(NCc1ccccn1)C1CC(c2ccc(Cl)c(Cl)c2)=NO1 (stereo not drawn)	-5	-18	-11	-2	18	8	-0.4	16
7	C=CCNC(=O)C1CCN(S(=O)(=O)c2cccs2)CC1	34	9	5	-3	-6	-3	2.3	27
8	COc1cccc(/C=N/n2c(C)nc3ccccc3c2=O)c1O	15	18	13	6	8	-10	0.4	29
9	CC(C)CNS(=O)(=O)c1ccc(NC(=O)Cn2nc(-c3ccc(F)cc3)ccc2=O)cc1	-11	-5	10	-1	8	5	2.4	-14
10	N#CN(CC(N)=O)c1nc(N2CCCCC2)nc(N2CCCCC2)n1	8	2	2	2	3	-2	1.3	18
11	CC(C)(C)c1cc(CCC(=O)NCCc2ccccn2)cc(C(C)(C)C)c1O	-14	6	31	-2	9	-2	1.8	15
12	O=C(Cn1nc(-c2ccccc2)ccc1=O)N1CCOCC1	3	16	-4	3	18	1	-2.4	1
13	Cc1ccc(C(=O)OCC(=O)N2c3ccccc3NC(=O)C2(C)C)cc1S(=O)(=O)N1CCCCC1	26	4	-8	-3	-1	-3	0.2	-11
14	Cc1ccc(Cn2nc(C)c(NC(=O)c3cc(-c4ccco4)on3)c2C)cc1	5	4	12	-2	8	-2	-0.6	5
15	O=C(N/N=C/c1c[nH]c2ccccc12)C1CC(=O)N(c2ccccc2)C1 (stereo not drawn)	-6	1	-8	-1	3	-1	1.0	1
16	CN(Cc1ccccc1)C(=O)CCn1c(=O)c2cccn2c2cccnc21	-3	-27	14	0	11	0	-1.7	-26
17	Clc1ccccc1Cn1nnc2c(Nc3ccccc3)ncnc21	12	-8	30	4	-1	5	0.7	-31
18	CCOC(=O)Cn1c(=NC(=O)CSC(C)=O)sc2cc(OC)ccc21	1	8	20	-4	6	1	-1.8	20
19	C#CCSC1=C(C#N)C(c2cccs2)C(C(=O)OCC)=C(C)N1 (stereo not drawn)	-2	-9	32	-2	-24	-4	0.3	12
20	Cc1cccc(N2C(=O)CSC23CCCCC3)c1	-6	11	13	5	-13	-4	0.3	-16
21	COc1ccc(Cc2nc3c4c(ncn3n2)Oc2ccc3ccccc3c2C4c2ccc(OC)c(OC)c2)cc1 (stereo not drawn)	33	21	17	-2	38	-1	-0.3	-12
22	O=C(COc1ccc(S(=O)(=O)N2CCCCC2)cc1Cl)N1CCOCC1	-2	-22	18	-2	-20	-1	0.4	11
23	O=C1NC(c2cn(-c3ccccc3)nc2-c2cccs2)C(C(=O)c2cccnc2)C(O)(C(F)(F)F)N1 (stereo not drawn)	-12	2	2	0	10	-2	0.7	-3
24	CCNCc1cc([N+](=O)[O-])ccc1OCC	26	2	14	1	-8	-2	1.6	4
25	Cc1sc2ncn(CC(=O)NCCCC(=O)N3CCN(c4ccccn4)CC3)c(=O)c2c1C	-26	-13	0	-1	-12	5	-2.1	-5
26	O=C(CCc1ccccc1)Nc1ccc(F)c([N+](=O)[O-])c1	-5	-26	0	0	2	-2	-2.4	-33
27	O=C(COc1ncnc2ccccc12)N1CCN(c2ccccc2)CC1	-14	11	-9	-6	4	-2	-0.2	13
28	O=C(CCCOc1ccccc1)Nc1cccc(S(=O)(=O)N2CCCCCC2)c1	24	6	25	-2	-2	-5	0.4	-5
29	CCOc1cc(/C=C2/C(=N)N3C=CSC3=NC2=O)ccc1OCCCOc1ccccc1C	6	32	1	265*	-10	8	78*	15
30	COc1ccc(NC(=O)COC(=O)CCc2nc3ccccc3c(=O)[nH]2)c(OC)c1	-4	9	-7	0	-19	2	-2.2	41*

Of the compounds above, 3 have a Cl atom.
cpd	mol	Mdm2-MdmX inh	697 NFkB inh	tim23-1 inh	XBP1 UPR activ	Jurkat NFkB inh	APJ agonist	UPR CHOP act	APJ antag
6	O=C(NCc1ccccn1)C1CC(c2ccc(Cl)c(Cl)c2)=NO1 (stereo not drawn)	-5	-18	-11	-2	18	8	-0.4	16
17	Clc1ccccc1Cn1nnc2c(Nc3ccccc3)ncnc21	12	-8	30	4	-1	5	0.7	-31
22	O=C(COc1ccc(S(=O)(=O)N2CCCCC2)cc1Cl)N1CCOCC1	-2	-22	18	-2	-20	-1	0.4	11

Down the list, as entered above.
Compounds 10–19 in Jurkat NFkB inh: 3, 9, 18, -1, 8, 3, 11, -1, 6, -24
Compounds 10–19 in 697 NFkB inh: 2, 6, 16, 4, 4, 1, -27, -8, 8, -9

Next part:
cpd	mol	Mdm2-MdmX inh	697 NFkB inh	tim23-1 inh	XBP1 UPR activ	Jurkat NFkB inh	APJ agonist	UPR CHOP act	APJ antag
31	Cc1ccc(SCc2[nH]nc3c2C(C(C)C)C(C#N)=C(N)O3)cc1 (stereo not drawn)	24	-27	13	-1	-2	-3	-1.9	-10
32	COC(=O)c1ccccc1NC(NC(=O)c1ccco1)C(=O)c1ccc(C)cc1 (stereo not drawn)	-16	-1	-4	0	-11	2	-1.9	-1
33	O=C1CCc2cc(S(=O)(=O)Nc3ccccc3)ccc2N1	-31	-4	-9	1	-7	-1	1.8	-14
34	C=CC[C@H](CC(=O)N(CCO)Cc1ccccc1)C(=O)N[C@H](COC(=O)[C@@H](CC=C)CC(=O)OC(C)(C)C)c1ccccc1	31	14	19	-4	-4	-2	0.5	13
35	CC1(C)NC(=O)N(CC(=O)N2CCC(Cc3ccccc3)CC2)C1=O	12	-66	15	-3	-27	-2	-0.8	-3
36	NC(=O)c1ccc2c(c1)OCCO2	13	0	13	-3	-18	-1	-0.9	4
37	COC(=O)c1cccc(C(=O)N2CCCC(C(=O)c3ccccc3OC)C2)c1 (stereo not drawn)	12	-9	24	-5	6	-8	1.9	-3
38	COc1ccc(C(=O)Nc2ccc(C(=O)N3CCC(C)CC3)cc2)cc1OC	-2	11	12	0	3	0	0.5	2
39	Cc1c(Cl)c([N+](=O)[O-])nn1CC(=O)NCC(C)C	-6	3	6	-5	-14	0	1.1	11
40	CC(C)(C)OC(=O)C[C@H]1C/C=C\C[C@@H](CC(=O)N(CCO)Cc2ccccc2)C(=O)NC[C@H](c2ccccc2)OC1=O	1	17	12	0	1	-3	2.8	19
41	COc1cc(-c2nnc(NC(=O)C3=COCCO3)o2)cc(OC)c1OC	14	7	9	-4	5	6	-0.5	-68
42	Cc1ccc2c(c1)N(CC(=O)NCc1ccco1)C(=O)CO2	11	1	8	-2	0	0	-0.2	17
43	COCCn1c(N2CCN(c3ccccc3)CC2)nc2c1c(=O)n(C)c(=O)n2C	-12	-3	13	2	-2	-1	-0.2	1
44	Oc1ccccc1-c1cc(-c2ccccc2Cl)[nH]n1	-116	-246	76*	-1	-221	-5	1.9	-4
45	C/C=C/C=C/[C@H]1Cc2cc(O)cc(O)c2O1	7	24	4	-2	9	8	-1.0	-19
46	CN1C2C=C3C(C#N)=C(N)C(C#N)(C#N)[C@@H](c4ccc(Cl)cc4)[C@@H]3C1CC2 (stereo partly drawn)	-14	10	18	-2	-2	-1	-0.8	14
47	COc1ccc(NC(=O)CCN2CCN(S(=O)(=O)c3ccc(Br)cc3)CC2)cc1	7	1	15	-2	3	2	0.5	1
48	O=S1(=O)CCC(NC(=S)SCc2ccccc2Br)C1 (stereo not drawn)	15	17	15	-7	-10	-4	7.4	13
49	O=S(=O)(Nc1cccc2ccccc12)N1CCCC1	-1	-17	22	-2	-4	2	0.7	-18
50	COc1ccc(NS(=O)(=O)c2ccc(O)c(C(=O)OCC(=O)N3CC(C)OC(C)C3)c2)cc1 (stereo not drawn)	-11	20	9	-1	2	-3	0.5	4
51	CCc1ccc(NC(=O)N(CCN2CCOCC2)C2CCN(C(C)=O)CC2)cc1	9	16	-2	-2	-1	-2	-0.3	5
52	Oc1ccc(CCC2CCCCN2Cc2nc(C3CC3)no2)cc1 (stereo not drawn)	6	1	29	0	-9	-2	2.8	13
53	COc1cc(NS(=O)(=O)c2cc3[nH]c(=O)c(=O)[nH]c3cc2C)cc(OC)c1OC	18	2	3	-3	4	-1	2.2	4
54	Cc1c(NS(=O)(=O)c2cc(C(=O)NC(C)c3ccccc3)ccc2Cl)c(=O)n(-c2ccccc2)n1C (stereo not drawn)	0	-3	23	0	2	-8	0.7	8
55	CC(C)C(=O)Nc1nc2ccc(S(C)(=O)=O)cc2s1	48	-10	14	2	-3	0	2.4	9
56	CCCN(C(=O)C1CCCN(c2ncnc3c2nc2n3CCCCC2)C1)c1ccc(F)cc1 (stereo not drawn)	37	-1	29	0	9	0	2.3	7

Pulled by structure from above, 2 records:
cpd	mol	Mdm2-MdmX inh	697 NFkB inh	tim23-1 inh	XBP1 UPR activ	Jurkat NFkB inh	APJ agonist	UPR CHOP act	APJ antag
36	NC(=O)c1ccc2c(c1)OCCO2	13	0	13	-3	-18	-1	-0.9	4
30	COc1ccc(NC(=O)COC(=O)CCc2nc3ccccc3c(=O)[nH]2)c(OC)c1	-4	9	-7	0	-19	2	-2.2	41*

Assay outcomes deposited in PubChem BioAssay by Sanford-Burnham Center for Chemical Genomics.
